Bioassay records from PubChem.
tim23-1 inh = inhibits growth of tim23-1 mutant yeast | inhibition, % at 20 µM | AID 463212 | S. cerevisiae tim23-1 growth, BacTiter-Glo luminescence, 24 h | hit rate 1.3% among 330,000;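 active means growth inhibition of the mutant yeast at or above 50%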;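 further: temperature-sensitive mutant grown at 25 °C; plate controls were DMSO-treated mutant yeast for no effect and medium wells lacking yeast for full effect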
CHOP UPR activ = activators of apoptotic arm of unfolded protein response (CHOP); CHO-CHOP luciferase reporter, UPR activation, luminescence; percent of tunicamycin response over DMSO baseline; activation, % at 10 µM; hit rate 0.34% among 330,000; AID 449763;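 active means at 10 µM dose, activation of 40% or more, normalized to positive control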;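 further: 100% = tunicamycin at 10 µg/mL and 0% = DMSO alone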
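Test system: CHO CHOP reporter cells. Input: 500 CHO-CHOP cells per well. Medium: F12 with 10% FBS. Technique: luciferase luminescence. Measure: percent activation relative to tunicamycin control. Dosing: 10 µM compound, 0.5% DMSO. Timing: 16-18 h cell attachment, then 6 h compound exposure, 37 °C.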
Mdm2-MdmX inh = inhibitors of human Mdm2/MdmX interaction. O15151+Q00987. SaOS-2 split-luciferase Mdm2/MdmX complementation, luminescence. inhibition, % at 8 µM. hit rate 3% among 330,000. AID 485346;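 active means inhibition of at least 50% at 8 µM in the primary screen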
UPR XBP1 act = adaptive UPR (XBP1) activation; CHO-XBP1 luciferase reporter, IRE1-XBP1 UPR activation, luminescence; percent of tunicamycin response, DMSO as zero; activation, % at 20 µM; hit rate 0.33% among 330,000; AID 463104;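 active means versus positive control, 20 µM dose yields 30% or more activation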;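 further: 100% = tunicamycin at 10 µg/mL and 0% = DMSO only wells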
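incubation = overnight seeding at 37 °C, 6 h compound treatment at 37 °C | assay system = CHO-XBP1 cells stably carrying IRE1-XBP1-driven luciferase reporter | input = 1000 cells per well | detection = luciferase luminescence | dosing = single point, 20 µM final compound, 1% DMSO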
APJ antagonist = blocks the human apelin receptor APJ; P35414; CHO-K1 APJ beta-arrestin complementation, luminescence; inhibition, % at 20 µM; hit rate 0.32% among 330,000; AID 2521;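 active means inhibition above about 40% at 20 µM, limit read from the data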;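 further: cells challenged with 10 nM apelin-13 agonist together with compound; plate controls were apelin-13 plus DMSO wells for no effect and DMSO wells lacking apelin-13 for full effect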
Target sequence (P35414 whole entry, looked up): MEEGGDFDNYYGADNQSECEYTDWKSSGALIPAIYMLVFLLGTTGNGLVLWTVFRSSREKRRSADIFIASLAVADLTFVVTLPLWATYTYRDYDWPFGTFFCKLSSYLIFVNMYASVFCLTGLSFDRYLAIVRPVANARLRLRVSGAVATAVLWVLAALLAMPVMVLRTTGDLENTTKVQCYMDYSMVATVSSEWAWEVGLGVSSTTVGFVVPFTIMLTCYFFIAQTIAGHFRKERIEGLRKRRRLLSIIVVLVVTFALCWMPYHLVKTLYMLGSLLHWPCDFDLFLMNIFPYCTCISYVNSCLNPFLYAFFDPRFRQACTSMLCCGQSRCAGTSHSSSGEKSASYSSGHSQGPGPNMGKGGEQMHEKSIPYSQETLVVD
697 NFkB inh = lowers PMA/ionomycin-induced NF-kB signal in 697 B cells; 697 B-cell NF-kB luciferase reporter, 16 h; inhibition, % at 4 µM; hit rate 0.33% among 330,000; AID 435022; in the data active means inhibition above about 35%
Jurkat NFkB inh = inhibitors of the PMA/ionomycin-induced NF-kB reporter in Jurkat cells; PMA/ionomycin-induced NF-kB luciferase reporter, luminescence; inhibition, % at 4 µM; hit rate 0.53% among 330,000; in the data active means inhibition above about 50%
APJ agonist = activates the human apelin receptor APJ. activation, % at 20 µM. CHO-K1 APJ PathHunter beta-arrestin, luminescence; 0% DMSO wells, 100% apelin. hit rate 0.11% among 330,000;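 active means activation more than six SD over the plate average, tested at 20 µM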;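 further: 0% = DMSO alone and 100% = apelin-13 at 10 nM; some results filed as inactive read as strong as hits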
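Test system: CHO-K1 APJ beta-arrestin complementation cell line | Compound: Single test compound dose, 20 µM final, 1% DMSO | Incubation: Compound 90 min 25 °C, reagent 1 h | Measured by: beta-gal luminescence | Read-out basis: APJ–arrestin association signal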
Starred values were filed as active, the others as inactive.

SMILES	tim23-1 inh	CHOP UPR activ	Mdm2-MdmX inh	UPR XBP1 act	APJ antagonist	697 NFkB inh	Jurkat NFkB inh	APJ agonist
COc1ccc(N(CC(=O)NCc2ccccc2OC)S(=O)(=O)c2c(C)nn(C)c2C)cc1	16	0.8	14	-1	8	-1	-3	-1
CC1CCN(S(=O)(=O)c2cc([N+](=O)[O-])ccc2Cl)CC1	6	0.2	-2	2	-11	-4	-6	2
Cc1ccc(CNC(=O)c2ccc3c(=O)n4c(-c5ccc(C)cc5)csc4nc3c2)cc1	-5	7.0	57*	46*	13	18	-1	-3
CCCNC(=O)Nc1nc2ccccc2s1	21	0.9	-97	-1	-6	-120	-109	-2
COc1ccc(CCN(C)C/C=C/c2ccccc2)cc1OC	1	-0.2	30	1	14	3	-6	-4
Cc1cccc(COc2ccccc2C(=O)NC2CCC(O)CC2)c1 (stereo not drawn)	17	4.5	6	1	12	-14	7	2
CCCCNC(=O)c1nn2c(C(F)(F)F)cc(-c3ccc(OC)cc3)nc2c1Br	-9	0.1	-5	10	8	22	-11	-3
NC(N)=N/N=C/c1ccc(Br)cc1	-4	-2.0	54*	-1	-10	-3	49	-1
O=[N+]([O-])c1ccc(-c2ccc(/C=N/Nc3nc(N4CCCC4)nc(N4CCCC4)n3)o2)cc1	13	12	93*	5	-18	5	8	2
CCOC(=O)c1c(C)[nH]c(C)c1C(=O)CN1C(=O)NC(CC(C)C)C1=O (stereo not drawn)	4	0.5	26	0	-10	22	9	-1
CC(C)[C@H](N)C(=O)NC[C@H](CC(=O)NC[C@H]1CC[C@H](C(=O)O)CC1)c1ccc(Cl)cc1	-1	0.2	20	5	16	2	5	-2
O=[N+]([O-])c1ccc(C2=Nc3cc(Cl)ccc3OC2)cc1	12	1.3	-26	5	-38	-58	-38	2
Cc1cc(C)c(-c2csc(NC(=O)c3n[nH]c(=O)c4ccccc34)n2)c(C)c1	-4	2.8	60*	-1	13	-333	-14	-4
Cc1ccc(C)c(N(CC(=O)NCc2ccc3c(c2)OCO3)C(=O)CCC(=O)Nc2ccccn2)c1	9	-1.9	12	-1	-17	7	-5	-3
S=c1[nH]c2cc(-c3ccccc3)ccc2o1	48	1.0	-17	0	0	-11	-40	2
Cc1ccc(-c2cc(=O)c3ccc(F)cc3[nH]2)cc1	4	1.4	33	3	4	-37	15	2
O=C(CN1CCN(C(=O)c2ccccc2)CC1)Nc1ccccc1	19	-0.4	11	2	6	5	-5	1
O=C(O)Cc1ccc(-n2cccc2)cc1	13	-0.4	1	0	8	-10	-6	-2
CNc1nccc(-c2ccc(F)cc2)c1C#N	16	-0.2	15	1	17	8	0	-2
CCN(CC(=O)N1CCCC1)S(=O)(=O)c1ccccc1	11	2.7	23	-2	-15	9	2	-3
CC(C)c1ccc(NS(=O)(=O)c2cccc3cccnc23)cc1	7	-2.0	20	3	11	-17	-8	-3
COc1cc(Br)c(C2C(C#N)=C(N)Oc3n[nH]c(-c4cccnc4)c32)cc1OC (stereo not drawn)	18	-0.8	6	-6	14	11	13	-1
O=C(Nc1ccc(F)c(F)c1)C1CCN(S(=O)(=O)c2cccs2)CC1	21	-0.4	15	-3	5	16	4	-4
CCCN1Cc2cccc(C(=O)NC(CC(=O)OCC)c3ccc(C)cc3)c2C1=O (stereo not drawn)	37	-0.9	5	2	6	-4	0	-3
CCCC(C)C(=O)Nc1nc(C)c(-c2csc(Nc3ccc(Cl)cc3)n2)s1 (stereo not drawn)	39	7.6	-1	-2	8	-43	-7	-3
c1ccc(CN2C3=NCCCN3c3ccccc32)cc1	4	1.6	33	-4	2	-2	11	-2
CC1CCc2nc(NC(=O)CN3CCN(c4ccccc4)CC3)sc2C1 (stereo not drawn)	31	-0.3	24	0	12	19	4	-2
CN(C(=O)c1ccco1)c1nc(-c2ccc(F)cc2)cs1	15	6.4	-227	5	6	-153	-98	2
Cc1c(C(=O)N(C)CCOc2ccccc2)oc2c(Cl)cccc12	34	3.2	-24	3	1	5	1	-1
O=C(COC(=O)/C=C/c1ccccc1[N+](=O)[O-])NCc1ccco1	1	-0.8	16	-4	-5	-4	-1	0
CCCCc1cc(=O)oc2cc(OC3CCCCC3=O)ccc12 (stereo not drawn)	1	2.2	11	0	16	-3	-1	-1
C=CCn1cccc(C(=O)Nc2ccc(OC)cc2)c1=O	95*	4.4	-26	0	3	-42	-32	0
COc1ccc(CNC(=O)C2CCN(C(=O)c3ccccc3)CC2)cc1	9	0.4	-15	-2	-10	18	-2	-6
COc1ccc(/C=C(/NC(=O)c2ccccc2)C(=O)NCC2CCCO2)cc1 (stereo not drawn)	-1	-0.5	9	-2	-2	-4	3	-3
O=C(O)CCC(=O)Nc1sc2c(c1C(=O)NC1CCCC1)CCCC2	-10	-0.9	3	-3	-12	7	22	14
O=C(CN1CCC(C(=O)O)CC1)Nc1ccccc1Oc1ccccc1	10	-1.6	23	0	1	14	12	2
Cc1ccc(Nc2nnc(SCC(=O)NC3CCCc4ccccc43)s2)cc1 (stereo not drawn)	30	3.6	-3	2	2	-13	10	-3
COc1cc2c(cc1NC(=O)c1cc(-c3ccncc3)nc3ccccc13)oc1ccccc12	-6	-1.2	14	0	-16	-2	-5	-1
O=C(Nc1ccccc1OC(F)F)C1CC(=O)N(Cc2ccccc2)C1 (stereo not drawn)	-3	1.4	-13	-2	6	3	10	-4
COC(=O)C1=C(C)N(c2ccc(Br)cc2)C(=O)/C1=C\c1ccco1	10	0.8	-5	-3	25	-9	-4	-4
Cc1ccc(OCc2ccc(C(=O)Nc3nc4ccccc4n3Cc3ccccc3)o2)c([N+](=O)[O-])c1	6	-0.8	32	1	5	-14	0	6
CN(Cc1ccccc1)C(=O)CSc1cc(=O)n(C)c2ccccc12	11	6.1	35	2	-4	11	7	-2
Cc1ccc(S(=O)(=O)N(C)CC(=O)NCCCn2nc(C)cc2C)cc1	16	1.3	20	-4	-4	6	8	-1
COCCOc1ccc(C(F)(F)F)cc1NC(=O)c1ccc(C)cc1	21	2.5	-4	0	20	-3	-27	0
Cc1ccc(N2CCN(C(=O)Nc3cccc([N+](=O)[O-])c3)CC2C)cc1 (stereo not drawn)	21	0.1	15	-2	18	7	26	-4
CCCC1=NN2C(=N)/C(=C\c3cc(C)n(Cc4ccccc4)c3C)C(=O)N=C2S1	2	0.9	-4	-5	15	-2	-3	0
COc1ccc(C2=NOC(C(=O)NCCCn3ccnc3)C2)cc1 (stereo not drawn)	2	-1.4	4	-1	1	-12	1	-6
Cc1ccc(C(=O)N2NC(c3ccccc3F)C3C(=O)N(c4cccc(C)c4)C(=O)C32)cc1 (stereo not drawn)	19	-1.5	10	1	10	-8	13	-1
COc1cccc2sc(N3CCN(C(=O)C4COc5ccccc5O4)CC3)nc12 (stereo not drawn)	7	-0.3	-3	0	3	1	5	7
O=C(Nc1nc2c(s1)CCc1ccccc1-2)c1ccco1	58*	3.6	10	5	1	-29	-43	-1
Cc1ccccc1NC(=O)c1nnn(-c2ccc3c(c2)OCCO3)c1N	19	4.6	-93	4	-16	-155	-120	-3
O=C(NCCO)C(=O)c1c(-c2ccc(Cl)cc2)cc2ccccn12	2	-2.1	1	3	-14	-11	-7	-2
COc1nc(-c2ccccc2)c2c(c1C#N)CC(C)(C)OC2	6	-0.9	8	-1	1	-18	-20	-3
Cc1cc(C)c(C)c(S(=O)(=O)N2CCC(C(=O)NC3=NCCS3)CC2)c1C	2	0.3	-29	-1	-22	2	9	2
CCCCCn1c(C(C)NC(=O)CCC)nc2ccccc21 (stereo not drawn)	2	0.1	9	-1	18	13	11	-4
COc1cccc(-c2cc(C(=O)N3CCN(C(=O)c4ccco4)CC3)[nH]n2)c1	2	0.4	20	-3	19	-7	4	-1
COc1ccc(-n2nc(C(=O)NCC(=O)N3CCN(c4ccc(F)cc4)CC3)c3ccccc3c2=O)c(OC)c1	8	7.9	-2	3	4	-9	-21	-1
CC1=C(C(=O)OC(C)C)C(c2ccco2)NC(=O)N1 (stereo not drawn)	-5	-3.1	-13	-2	1	4	-6	-1
O=C(CC1(O)C(=O)Nc2ccc(Br)cc21)c1ccc2c(c1)OCO2 (stereo not drawn)	0	-0.5	19	2	-14	-21	-3	-1
CCN(CC)CC#CC(C)(C)OC(C)=O	19	-1.1	-3	1	2	20	7	-1
Continuation:
SMILES	tim23-1 inh	CHOP UPR activ	Mdm2-MdmX inh	UPR XBP1 act	APJ antagonist	697 NFkB inh	Jurkat NFkB inh	APJ agonist
CCOC(=O)C1CCN(C(=O)c2cccc(S(=O)(=O)N3CCc4ccccc43)c2)CC1	32	2.2	-32	-2	9	18	2	-3
CCOc1ccc(C(=O)NCC2CCN(CC3CCCCC3)CC2)cc1	-10	2.5	15	1	17	0	16	-4
CC(C)(C)C(=O)NN=C1CCC(c2ccccc2)CC1 (stereo not drawn)	21	-0.5	23	-9	20	-14	19	-3
CCc1ccc(CN2CCC(n3nccc3NC(=O)Cc3ccccc3)CC2)o1	7	1.6	-11	-4	20	9	0	-3
COc1ccc(C(=O)c2c(C)c(CCC#N)n3ccccc23)c(OC)c1	20	-0.8	3	-2	-10	1	8	-4
CC(C)c1ccc(NC(=O)c2ccc3c(c2)CCN3S(C)(=O)=O)cc1	9	1.2	38	4	11	-72	7	3
CNc1c(N)c(=O)oc2ccccc12	-13	0.5	24	1	19	0	-9	-2
COC(=O)C1=CN(c2ccc(OC)cc2)C=C(C(=O)OC)C1c1cccc(F)c1	28	2.2	0	0	14	19	17	-1
NC1=NC(=O)/C(=C/c2cn(Cc3ccccc3)c3ccccc23)S1	28	-0.1	41	16	3	-33	-18	10
CC(C)c1cccc(C(C)C)c1OC(=O)NC(=O)c1c(F)cccc1F	31	2.8	27	-1	4	6	9	-5
CC(/C=C1\SC(=Nc2cccnc2)NC1=O)=C\c1ccccc1	31	1.0	25	4	4	13	7	0
CC(Oc1ccc2oc(-c3ccccc3)c(C(=O)O)c2c1)C(=O)O (stereo not drawn)	-2	-1.0	21	-1	-9	18	5	1
CCN(Cc1nc2ccccc2n1C)c1ccccc1	31	0.4	-7	-2	10	-204	-123	-1
CCc1nnc(NC(=O)c2ccc(C)o2)s1	-3	3.4	18	-3	-24	-21	-13	-7
COc1ccc(O)c(C(=O)CC(=O)c2ccc(F)cc2)c1	33	3.3	-8	-4	-10	-296	-133	-1
